High-throughput results from PubChem BioAssay.
Bcl-B TR3 displacers – displacers of TR3 peptide from Bcl-B, primary screen, selectivity assay for Bfl-1 inhibitor project, biochemical, fluorescence polarization. FP displacement of FITC-TR3 peptide from Bcl-B; higher % means a stronger effect. one-dose displacement, % at 20 µM; IC50 in µM for titrated hits. 96,000 compounds, 0.11% hits;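 active = displacement above 50% at 20 µM plus a fluorescence interference ratio under 1.5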;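 note: plate controls were wells without compound for no effect and wells lacking Bcl-B protein for full effect; a part of the inactive calls stands beside numbers as strong as those of hits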
MRP resist rev – MRP-mediated drug resistance reversal; H69AR cells + 2 uM doxorubicin, CellTiter-Glo, 72 h; differential viability (reversal), % at 10 µM; 85,000 compounds, 0.04% hits;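 active = viability drop by adding the cancer drug above about 55%, with treated viability meeting a 40% cutoff, limit read from the data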;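 note: viability without doxorubicin minus viability with 2 µM doxorubicin for each compound; larger differential means the compound sensitizes cells more to doxorubicin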
PLAP inhibitors HTS – PLAP enzyme inhibitors, biochemical, luminescence, HTS (AID 690). purified PLAP, luminescent substrate; higher % means a stronger effect. one-dose inhibition, % at 20 µM; IC50 in µM for titrated hits. 96,000 compounds, 0.08% hits; in the data active = a potency from the dose series; inactive = the rest, 99 in 100 with inhibition below about 30%; note: strong numbers were not always called active
NFkB transloc inh – blocks IL-1B driven NFkB nuclear translocation in HUVEC cells; HUVEC IL-1B NFkB p65 nuclear translocation imaging; inhibition, % at 2 µM; 94,000 compounds, 0.43% hits;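 active = inhibition above about 30% together with a positive call from visual inspection of the well image, limit read from the data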;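 note: nuclear over cytoplasmic p65 intensity ratio measured by imaging; 0% = IL-1B stimulated DMSO wells and 100% = unstimulated DMSO wells; values of inactives mirror those of a sister screen read the other way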
IL1B NFkB pot – enhances IL-1B driven NFkB nuclear translocation; HUVEC IL-1B NFkB p65 nuclear translocation imaging; 94,000 compounds, 0.3% hits; activation, % at 2 µM;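 active = activation above 40%, about the mean plus 3 SD, also judged a hit on visual image review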;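 note: percent activation is computed from the nuclear over cytoplasmic p65 intensity ratio; values of inactives mirror those of a sister screen read the other way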
MRP resist rev cytotoxicity – second read-out of MRP resist rev, no call of its own (marks repeat the call); viability, %; H69AR cells, CellTiter-Glo, 72 h; measured here: cytotoxicity without doxorubicin
MRP resist rev with doxorubicin – also measured in MRP resist rev; calls as there; viability, %; measured here: viability with 2 uM doxorubicin; hits give low values
NFkB transloc inh cell count 2 µM – further read-out of NFkB transloc inh, marked with its call; cell count; measured here: cells passing quality filter;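 raw number of nuclei counted in each imaged well without normalization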
IL1B NFkB pot cell count 2 µM – recorded beside IL1B NFkB pot, whose call it bears; cell count; measured here: cells passing quality filter
Numbers without * were called inactive; . = not tested or not shown. A portion of the library (hit frequency here may not be typical).

No.	molecule	Bcl-B TR3 displacers	MRP resist rev	MRP resist rev cytotoxicity	MRP resist rev with doxorubicin	PLAP inhibitors HTS	NFkB transloc inh	NFkB transloc inh cell count 2 µM	IL1B NFkB pot	IL1B NFkB pot cell count 2 µM
1	CCOC(=O)C1CCN(c2ncnc3c2cnn3-c2ccccc2)CC1	-19%	11	71	60	3%	.	.	.	.
2	CCCC(c1nnnn1C1CCCC1)N1CCN(C(=O)c2ccco2)CC1 (configuration not stated)	-4%	6	99	94	-13%	0	196	0	196
3	O=C(c1ccncc1)N1CCN(C(=O)c2ccco2)CC1	-8%	4	88	84	3%	0	153	0	153
4	Cc1ccc(-n2c(N)c(C(N)=O)sc2=S)c(C)c1	-1%	13	105	92	1%	-4	109	4	109
5	CCOC(=O)c1ccc(NC(=O)CC2Sc3ncnn3C2=O)cc1 (configuration not stated)	-4%	-1	105	106	-47%	-13	134	13	134
6	O=C(Cc1nc2ccccc2[nH]1)NCc1ccco1	0%	-7	80	88	-4%	-2	112	2	112
7	COC(=O)C1CCN(C(=O)COc2cc3sc(C)nc3c3sccc23)CC1	-9%	-5	35	39	-4%	-20	92	20	92
8	COc1ccc(Cl)cc1N1C(=O)CC(N2CCc3ccccc32)C1=O (configuration not stated)	9%	0	98	98	-24%	-2	59	2	59
9	O=C(NCCc1ccc(Cl)cc1)C1CCN(c2cnccn2)CC1	-3%	.	.	.	-1%	9	91	-9	91
10	Cc1c(NC(=O)C(C)Sc2ccc3ccccc3n2)c(=O)n(-c2ccccc2)n1C (configuration not stated)	-4%	10	103	93	-44%	3	187	-3	187
11	CCOC(=O)CNC(=O)c1cn(CC(C)C)c(=O)c2cc(OC)c(OC)cc12	.	.	.	.	.	-9	153	9	153
12	COc1ccc(C2CC(=O)C(C=NCCO)=C(O)C2)cc1OC (configuration not stated)	-2%	10	94	83	19%	4	146	-4	146
13	c1ccc2c(c1)c1c3n2CCNC3CCC1 (configuration not stated)	0%	15	99	85	10%	-6	171	6	171
14	C(=N\c1nccs1)/c1cccnc1	.	3	93	90	.	1	164	-1	164
15	N#Cc1c(N)nc(SCC(=O)C23CC4CC(CC(C4)C2)C3)c(C#N)c1-c1ccc(Cl)cc1	-62%	0	16	16	12%	5	112	-5	112
16	O=C(O)c1cc(C2CC2)nn1-c1ccccc1	3%	.	.	.	7%	-4	166	4	166
17	CCCC(c1nnnn1CCOC)N(Cc1cc2cc(C)c(C)cc2[nH]c1=O)CC1CCCO1 (configuration not stated)	-4%	0	80	81	-18%	6	163	-6	163
18	O=C(NCC1CCCO1)c1onc(CSc2ccccc2F)c1C(=O)O (configuration not stated)	1%	.	.	.	11%	-14	182	14	182
19	O=C(NCCOc1nc(N2CCCCC2)nc(N2CCOCC2)n1)Nc1ccccc1	0%	-21	64	84	-16%	3	160	-3	160
20	Cn1c(=O)oc2cc(S(=O)(=O)NCc3ccncc3)ccc21	-34%	9	106	96	0%	.	.	.	.
21	CCOc1ccc(C(=O)NCC2OCCc3ccccc32)cc1 (configuration not stated)	.	-1	88	89	.	-17	124	17	124
22	CCCn1nnc(NC(=O)COc2cc(C)ccc2C(C)C)n1	-2%	12	91	79	-6%	-28	125	28	125
23	CCc1ccccc1NC(=O)CN(C)C(=O)CN1C(=O)NC2(CCCCCC2)C1=O	-3%	3	98	95	-74%	-30	114	30	114
24	CCOc1ccc(CNCc2cccnc2)cc1	.	9	105	96	.	-6	93	5	93
25	CS(=O)(=O)N(CC(=O)N1CCN(c2cccc(Cl)c2)CC1)c1ccccc1	-4%	12	87	74	-43%	-6	86	6	86
26	O=C(c1ccc(C23CC4CC(CC(C4)C2)C3)o1)N1CCOCC1	-2%	3	81	78	-5%	1	152	-1	152
27	CCC(=O)N1CCN(c2ccc(Cl)cc2NC(=O)Cc2ccc(Cl)cc2)CC1	-15%	-4	73	78	-53%	-8	158	8	158
28	Cc1ccc(Cl)c(OCC(O)CN(CCO)CCO)c1 (configuration not stated)	-2%	3	96	93	0%	2	182	-2	182
29	S=c1[nH]nc(Cc2cccs2)n1-c1ccccc1	-2%	.	.	.	-6%	6	146	-6	146
30	COc1ccccc1N1CCN(C(=O)c2cc3cc(Br)ccc3oc2=O)CC1	21%	-9	100	109	-54%	-16	199	16	199
31	CC1=NN(c2cccc(Cl)c2)C(=O)C12CC(C)=C(C)CS2 (configuration not stated)	2%	-7	27	34	40%	-6	147	6	147
32	COc1ccc(OC)c(S(=O)(=O)N2CCC(C(=O)NCCc3ccccc3)CC2)c1	-9%	8	103	96	-45%	3	63	-3	63
33	Cc1cc(Cl)c(S(=O)(=O)NCC2CCCO2)cc1OCC(=O)NC1CCCCC1 (configuration not stated)	12%	-9	87	96	3%	4	152	-4	152
34	Cc1noc(C)c1S(=O)(=O)N1CCC(C(=O)NC2CCN(Cc3ccccc3)CC2)CC1	1%	13	98	85	-60%	-4	157	4	157
35	CC(c1ccccn1)N(CCN(C)C)C(=S)Nc1cccc(F)c1 (configuration not stated)	-3%	10	98	88	-40%	.	.	.	.
36	CCN(c1ccc(NC(=O)COC(=O)CCC(=O)c2ccc(F)cc2)cc1)C(C)C	18%	.	.	.	-66%	-7	134	7	134
37	Nc1c(N=Nc2ccccc2F)c(=O)[nH]n1-c1ccccc1	1%	.	.	.	8%	-26	189	26	189
38	CC1CCc2c(sc3ncnc(NCCCOC(C)C)c23)C1 (configuration not stated)	-8%	.	.	.	-68%	15	121	-15	121
39	CC1CN(C(=O)c2cccc(S(=O)(=O)N3CCOCC3)c2)CC(C)O1 (configuration not stated)	-13%	-7	97	104	-11%	.	.	.	.
40	CCCc1cc(C(=O)Nc2nnc(C)s2)cs1	-8%	5	91	86	-10%	.	.	.	.
41	CCNC(=O)c1sc(=S)n(CC)c1N	6%	.	.	.	-4%	-20	200	20	200
42	CN1C(=O)c2ccccc2N(C)C1c1ccc2c(c1)OCO2 (configuration not stated)	-2%	1	103	102	-5%	-13	164	13	164
43	COc1ccc(-c2c(C)oc3ccc(C)cc23)cc1	-9%	.	.	.	8%	.	.	.	.
44	CCOc1ccccc1CN(CCc1ccc2c(c1)OCO2)Cc1ccccn1	1%	-10	53	63	-18%	0	115	0	115
45	Cc1ccc(-n2c(O)c(C=NC3CCS(=O)(=O)C3)c3ccccc3c2=O)cc1 (configuration not stated)	10%	6	92	86	0%	-11	76	11	76
46	c1cc(-c2noc(CC3CCCCC3)n2)ccn1	2%	3	98	95	-42%	-16	96	16	96
47	CC1=C(C(=O)Nc2ccc([N+](=O)[O-])cc2)C(c2cccc(C(F)(F)F)c2)NC(=S)N1c1ccccc1 (configuration not stated)	-33%	.	.	.	3%	13	155	-13	155
48	Cc1ccc(C(=O)Nn2cnc3scc(-c4cccs4)c3c2=O)c(O)c1	10%	.	.	.	-17%	-11	162	11	162
49	COc1ccccc1NC(=O)C1=C(C)NC2=C(C(=O)CCC2)C1c1ccc(C)o1 (configuration not stated)	-4%	18	97	79	-8%	1	208	-1	208
50	COc1ccc(C(=O)Nc2ccc(S(=O)(=O)Nc3nccc(C)n3)cc2)cc1OC	-1%	-9	65	74	-36%	-10	185	10	185
51	CCCS(=O)(=O)N1CCC(C(=O)N2CCC(Cc3ccccc3)CC2)CC1	-3%	-13	72	85	-34%	-10	125	10	125
52	CC1(C)CC2CC(C)(CN2C(=O)c2cccs2)C1 (configuration not stated)	-3%	8	96	88	-11%	-15	130	15	130
53	CCC(=O)NC(=S)Nc1ccc(S(=O)(=O)NC(C)C)cc1	7%	.	.	.	8%	4	117	-4	117
54	CN(C(=O)CCN1C(=O)c2ccccc2C1=O)C1CCCCC1	-3%	9	95	86	-52%	.	.	.	.
55	COc1ccc(S(=O)(=O)N(Cc2ccccc2)Cc2nc(-c3ccccc3)no2)cc1	-38%	16	88	72	0%	-20	144	20	144
56	COc1ccc(/C=C/C(=O)NC(=S)NCCc2ccc(OC)c(OC)c2)cc1	-4%	.	.	.	7%	-4	127	4	127
57	Cc1ccc(C(=O)C(C(=O)/C=C/c2ccccc2)=C2SCCCS2)cc1	.	-1	2	3	.	-17	129	17	129
58	CCOC(=O)N1CCN(C(=O)c2ccc3nc4cc(Cl)ccc4c(=O)n3c2)CC1	.	5	90	85	.	12	144	-11	144
59	Cc1ccc(NC(=O)Cc2cn3ccsc3n2)nc1	-9%	-4	105	110	7%	.	.	.	.
60	CCNC(=S)NNC(=O)C(c1ccccc1)c1ccccc1	-4%	.	.	.	-5%	19	135	-19	135

Excerpt: compounds 57–60
No.	molecule	Bcl-B TR3 displacers	MRP resist rev	MRP resist rev cytotoxicity	MRP resist rev with doxorubicin	PLAP inhibitors HTS	NFkB transloc inh	NFkB transloc inh cell count 2 µM	IL1B NFkB pot	IL1B NFkB pot cell count 2 µM
57	Cc1ccc(C(=O)C(C(=O)/C=C/c2ccccc2)=C2SCCCS2)cc1	.	-1	2	3	.	-17	129	17	129
58	CCOC(=O)N1CCN(C(=O)c2ccc3nc4cc(Cl)ccc4c(=O)n3c2)CC1	.	5	90	85	.	12	144	-11	144
59	Cc1ccc(NC(=O)Cc2cn3ccsc3n2)nc1	-9%	-4	105	110	7%	.	.	.	.
60	CCNC(=S)NNC(=O)C(c1ccccc1)c1ccccc1	-4%	.	.	.	-5%	19	135	-19	135

The list continues:
No.	molecule	Bcl-B TR3 displacers	MRP resist rev	MRP resist rev cytotoxicity	MRP resist rev with doxorubicin	PLAP inhibitors HTS	NFkB transloc inh	NFkB transloc inh cell count 2 µM	IL1B NFkB pot	IL1B NFkB pot cell count 2 µM
61	CC1=NC(=O)C(N=Nc2cccc(C(=O)O)c2)N1c1ccccc1 (configuration not stated)	12%	-2	89	91	10%	2	59	-2	59
62	O=c1[nH]nc(Cc2ccc(Cl)cc2)c2ccccc12	.	5	98	93	.	-20	128	20	128
63	Cc1c(OC(=O)CNC(=O)OC(C)(C)C)ccc2c3c(c(=O)oc12)CCC3	2%	-5	82	87	-1%	-2	161	2	161
64	Brc1ccc(OCCn2ccnc2)cc1	4%	18	109	90	-6%	-29	83	29	83
65	CCOc1ccc(C(=O)NCCc2ccccc2)cc1	-11%	.	.	.	-7%	-4	153	4	153
66	CCOC(=O)c1c(COC(=O)c2ccco2)nc2ccccc2[n+]1[O-]	-5%	25	96	71	11%	-13	171	13	171
67	O=C(CC1c2ccccc2Oc2ccccc21)N1CCN(c2ccccn2)CC1	1%	-55	38	93	-1%	-1	144	1	144
68	O=C(NCC1CCCO1)c1ccccc1-c1nc(-c2ccc(F)cc2)no1 (configuration not stated)	3%	24	101	77	-38%	-6	106	6	106
69	CCOC(=O)C12CNC(=O)C(C(=O)OCC)(CNC1=O)C2	13%	1	99	97	5%	-4	63	4	63
70	Cc1nn(S(=O)(=O)c2cccs2)c(C)c1Sc1ccccc1	-27%	.	.	.	7%	-3	152	3	152
71	O=C(NC1CCCC1)C(c1cccs1)N(Cc1ccco1)C(=O)Cn1nnc(-c2cccs2)n1 (configuration not stated)	-2%	1	89	88	8%	-10	162	10	162
72	COc1cccc(NC(=O)CN2CCN(S(=O)(=O)c3ccc(C(C)C)cc3)CC2)c1	-6%	.	.	.	-34%	-18	141	18	141
73	O=C(O)c1ccc(C2SCC(=O)N2Cc2ccccc2)cc1 (configuration not stated)	-6%	-6	88	95	-4%	-13	171	13	171
74	COc1cccc(-c2nc(NC(C)(C)C)c3ccccc3n2)c1O	6%	-11	33	44	-33%	-2	125	2	125
75	CC(NC(=O)COc1ccccc1)C1COc2ccccc2O1 (configuration not stated)	.	.	.	.	.	-5	110	5	110
76	C=CCSc1nnc(-c2cc3c(-c4ccccc4)nn(C)c3s2)n1C	0%	.	.	.	-78%	5	134	-5	134
77	Cc1onc(-c2c(Cl)cccc2Cl)c1C(=O)NCCCN1CCOCC1	0%	1	86	85	-6%	4	88	-4	88
78	Cc1ccc(C(=O)Nc2ccc(S(=O)(=O)N3CCc4ccccc43)cc2)o1	-4%	-2	84	87	19%	-2	117	2	117

Whole records, quoted from the list. Order of values: Bcl-B TR3 displacers | MRP resist rev | MRP resist rev cytotoxicity | MRP resist rev with doxorubicin | PLAP inhibitors HTS | NFkB transloc inh | NFkB transloc inh cell count 2 µM | IL1B NFkB pot | IL1B NFkB pot cell count 2 µM
Cc1nn(S(=O)(=O)c2cccs2)c(C)c1Sc1ccccc1 as listed: -27% | . | . | . | 7% | -3 | 152 | 3 | 152
Cc1onc(-c2c(Cl)cccc2Cl)c1C(=O)NCCCN1CCOCC1 as listed: 0% | 1 | 86 | 85 | -6% | 4 | 88 | -4 | 88
